Compound activity as filed in PubChem BioAssay.
S100A4 MyoIIA: inhibitors of human S100A4 binding to myosin IIA peptide | inhibition, % at 10.7 µM | 0.14% of 360,000 active | S100A4/TAMRA-MyoIIA peptide fluorescence polarization | AID 652163 | P26447;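 active = mean inhibition of at least 70% across replicates, with every replicate also reaching that level; inconclusive = mean inhibition reaches 70% but some replicates fall short; inactive = mean inhibition below 70%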
Target sequence (P26447 whole entry, looked up): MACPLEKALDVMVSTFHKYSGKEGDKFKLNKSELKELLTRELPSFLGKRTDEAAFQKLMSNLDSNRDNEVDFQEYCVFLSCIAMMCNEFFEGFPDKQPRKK
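Material: human S100A4 monomer with TAMRA-labelled myosin IIA peptide; buffer or medium: HEPES pH 7.2 with CaCl2, KCl, NaCl, DTT, Triton; compound dosing: one concentration per compound; schedule: 5 min incubation before reading; benchmarks: neutral control DMSO, positive control TFP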
PGC1a acetyl inh: modulators of PGC1a acetylation; inhibition, % at 15.6 µM; AID 651687; 0.17% of 350,000 active; U2OS PGC1a acetylation, AlphaScreen anti-acetyl-lysine; with virally co-expressed GCN5 acetyltransferase;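 active = every replicate shows inhibition of at least 40%; inconclusive = mean inhibition at least 40% but some replicate below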;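 also: 0% = neutral control wells and 100% = positive control wells; some results beyond the cut were filed as inactive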
SIRT5 block: sirtuin-5 (human) deacylase inhibition; Q9NXA8; inhibition, % at 15 µM; Purified SirT5, succinyl-peptide AMC, trypsin-coupled fluorescence; 1.1% of 330,000 active; in the data active = inhibition above about 15%; inconclusive = no clear call, values can overlap the other calls
Target sequence (Q9NXA8 whole entry, looked up): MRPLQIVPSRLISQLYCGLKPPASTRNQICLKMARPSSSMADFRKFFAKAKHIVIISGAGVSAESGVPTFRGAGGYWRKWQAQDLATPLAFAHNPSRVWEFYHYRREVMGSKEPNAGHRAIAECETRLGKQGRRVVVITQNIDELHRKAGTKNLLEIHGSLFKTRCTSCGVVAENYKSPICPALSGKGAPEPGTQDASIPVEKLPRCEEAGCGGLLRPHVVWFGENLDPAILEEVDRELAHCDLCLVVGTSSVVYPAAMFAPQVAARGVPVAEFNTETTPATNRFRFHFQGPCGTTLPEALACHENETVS
LGR2 inh: inhibitors of bursicon-induced Drosophila LGR2 receptor cAMP signaling | HEK293 LGR2, CRE-luciferase, bursicon-stimulated, 4 h | inhibition, % at 9.99 µM | 0.35% of 380,000 active;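 active = drop in luminescence signal, shown as inhibition above about 50% in the replicate tests, limit read from the data, passing the limit was not always enough; inconclusive = probably only some replicates passing the limit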;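 also: agonist challenge used bursicon conditioned medium at about half maximal strength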
Xi reactivation: reactivates the inactive X chromosome in mouse fibroblasts; 0.055% of 360,000 active; AID 743238; XiGFP mouse fibroblasts, % GFP-positive cells imaging, 3 d; cells co-treated with 5-aza-dC sensitizer; scaled so ellipticine positive control = 100%; activation, % at 7.58 µM;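 active = mean normalized replicate activation at least 10% and every replicate at or above 10%; inconclusive = only one of the two criteria met; inactive = mean below 10% and not all replicates reach 10%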;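 also: 0% = median of on-plate neutral control wells and 100% = ellipticine 6 µM median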
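material = 68-5-11 XiGFP fibroblast line | medium = DMEM plus 5-aza-dC sensitizer | schedule = 3 days compound exposure | benchmarks = positive control ellipticine, 6 µM final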
Cneo AK release: causes C. neoformans cell lysis | adenylate kinase release luminescence, 4 h; normalised: neutral wells 0, clomiphene wells 100 | lysis activity, % at 15 µM | 0.2% of 360,000 active | AID 651654;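 active = mean lysis activity across replicates of at least 80%, whatever share of replicates individually reach that level; inactive = mean lysis activity below 80%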
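Signal: Adenylate kinase release luminescence | Assay system: Log-phase Cryptococcus neoformans yeast cells | Input: Cells at 5 × 10^6 per mL | Buffer or medium: Fresh YPD growth medium | Compound: Single dose | Schedule: Static 4 h at 37 °C with compound, 1 h detection | Controls: Clomiphene | Read-out: Luminescence rise reflecting yeast cell lysis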
C2C12 statin: suppressors of simvastatin-induced myotoxicity in C2C12 myotubes; 0.78% of 330,000 active; rescue of ATP level, % at 7.49 µM; ATP luminescence, 48 h; scaled: DMSO 0, geranylgeraniol control 100; AID 602340;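 active = mean ATP rescue above about 67%, or every replicate alone reaching that limit, limit read from the data, passing the limit was not always enough; inconclusive = no clear call, values can overlap the other calls; inactive = mean under the limit and some replicate under it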;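 also: myotubes were challenged with 10 µM simvastatin during compound exposure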
ERAP1 HTS inh: blocks human ERAP1 aminopeptidase activity; AID 652197; inhibition, % at 10.7 µM; recombinant ERAP1, Leu-AMC fluorescence, 60 min; 0.15% of 340,000 active; Q9NZ08;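 active = mean replicate inhibition of at least 30%, or all replicates individually reaching that 30% level; inactive = mean below 30% and not every replicate reaching it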;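 also: 0% = neutral control wells and 100% = L-leucinethiol positive control wells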
The depositor's hits bear a star; ? = inconclusive; . = not tested or not shown. An excerpt (hit frequency here may not be typical).

SMILES | S100A4 MyoIIA | PGC1a acetyl inh | SIRT5 block | LGR2 inh | Xi reactivation | Cneo AK release | C2C12 statin | ERAP1 HTS inh
CCN(CC(=O)Nc1ccc2c(c1)OCCO2)CC(=O)Nc1ccc(C)c([N+](=O)[O-])c1 | -6 | 5 | 3 | -18 | -0.2 | 0 | -3 | 1
COc1ccc(N2C(=O)CC(Sc3nccc(C)n3)C2=O)c(OC)c1 (stereo unspecified) | 3 | -14 | -1 | 0 | 0.0 | 1 | -25 | 4
Cn1cccc1-c1cc(C(=O)N/N=C/c2ccccc2Cl)[nH]n1 | -9 | 2 | 0 | -83 | 0.0 | -1 | 7 | -2
CCc1csc(CCNC(=O)C2CCC(=O)N(Cc3ccccc3F)C2)n1 (stereo unspecified) | -2 | . | -2 | -16 | 0.0 | -2 | 5 | -2
COc1ccc(NC(=O)N(C)C[C@H]2OCCCC[C@H](C)Oc3ccc(N(C)C)cc3C(=O)N([C@H](C)CO)C[C@@H]2C)cc1 | 14 | 24 | -1 | -11 | -0.8 | 1 | 27 | -1
O=C(CN1C(=O)COc2ccc(Cl)cc21)NCC1CCCO1 (stereo unspecified) | -2 | 1 | -2 | -20 | 0.0 | -8 | -6 | -1
Cc1ccc(C(C)C)c(OCC(O)CN(C)Cc2ccccc2)c1 (stereo unspecified) | -8 | -14 | -1 | 14 | 0.2 | 3 | -17 | 5
CC(=O)c1ccc(N2CCN(S(=O)(=O)c3c(C(=O)N4CCCC4)c(C)n(C)c3C)CC2)cc1 | -5 | 9 | 9 | -1 | 0.1 | -1 | 2 | 1
C[C@@H]1CN([C@H](C)CO)S(=O)(=O)c2ccc(/C=C/c3ccccc3)cc2O[C@H]1CN(C)C(=O)Nc1cc(F)ccc1F | -17 | -1 | 23* | -6 | -1.3 | -4 | -92 | 0
CN(CC(=O)Nc1ccc(F)cc1)CC(=O)Nc1ccc(F)c(F)c1F | 17 | -10 | -1 | -11 | 0.0 | 1 | -6 | -3
Cc1ccc(S(=O)(=O)N(C)C[C@@H]2OCCCC[C@@H](C)Oc3ccc(NC(=O)NC4CCCCC4)cc3C(=O)N([C@@H](C)CO)C[C@H]2C)cc1 | 10 | -6 | 6 | 14 | 0.0 | 1 | . | 2
COc1ccc(NC(=O)N(C)C[C@@H]2Oc3ccc(NC(=O)CCN4CCOCC4)cc3CC(=O)N([C@@H](C)CO)C[C@@H]2C)cc1 | -8 | 3 | -8 | -5 | 0.2 | -2 | -9 | 1
COc1ccc(S(=O)(=O)Cc2ccc(C(=O)N3CCC(C(N)=O)CC3)o2)cc1 | 1 | 1 | . | -5 | 0.0 | 1 | 1 | .
O=C(CC1CC1)N[C@@H]1C[C@@H]2O[C@@H](CO)CC[C@@H]2O[C@@H]1CCc1ccc(C#Cc2ccccc2)cc1 | -1 | 5 | -2 | . | . | . | . | 9
CCOCCc1nnc(NC(=O)CCC2CCCCC2)s1 | 7 | -1 | -3 | -10 | 0.0 | 3 | 4 | 4
CNC[C@H]1Oc2ccc(NC(=O)Cn3cnnn3)cc2C(=O)N([C@@H](C)CO)C[C@@H]1C | -51 | 1 | 7 | 19 | -0.2 | -5 | 35 | 6
O=C(C[C@H]1C[C@H]2c3cc(NC(=O)Cc4ccncc4)ccc3O[C@H]2[C@H](CO)O1)NCc1cccc(F)c1 | -6 | -6 | 1 | 5 | 0.2 | 28 | -7 | 1
CCCC(=O)N(Cc1cc2cc(OC)ccc2[nH]c1=O)c1ccccc1OC | -6 | 4 | . | 7 | -0.2 | 0 | -4 | 1
O=C(NCC1CCCO1)c1onc(CSc2cccc(Cl)c2)c1C(=O)O (stereo unspecified) | -3 | . | -9 | -2 | 0.1 | 3 | 4 | 0
C/C(CC(=O)NCCc1ccccc1)=N\NC(=O)COc1ccc(Br)cc1 | -4 | 8 | -7 | 12 | 0.3 | 0 | -3 | 0
O=C(C[C@H]1CC[C@@H]2[C@H](COC[C@@H](O)CN2C(=O)Nc2ccc(Cl)c(Cl)c2)O1)NCc1ccccc1 | 0 | -2 | 3 | 4 | 4.7 | -2 | -16 | 0
Cc1ccc(C2=NCCn3c2c2ccccc2[n+]3[O-])cc1 | -3 | 2 | . | -23 | 0.2 | -2 | . | 4
CN(C)C(=O)c1cccc(-c2ccccc2[C@H]2[C@@H](C#N)N(C(=O)C3CCCC3)[C@H]2CO)c1 | 1 | 10 | -1 | 10 | 0.1 | . | . | 3
COc1ccc(-n2c(Cn3c(=O)sc4ccccc43)nnc2SC)cc1 | 0 | . | 3 | 14 | 0.1 | 12 | -1 | 5
O=C(Cc1c(F)cccc1Cl)NNC(=O)c1ccco1 | -1 | 5 | 7 | -3 | 0.0 | 0 | 8 | -1

Grouped by structure: the compounds so far containing an aryl thioether with sulfur outside any ring (3)
SMILES | S100A4 MyoIIA | PGC1a acetyl inh | SIRT5 block | LGR2 inh | Xi reactivation | Cneo AK release | C2C12 statin | ERAP1 HTS inh
COc1ccc(N2C(=O)CC(Sc3nccc(C)n3)C2=O)c(OC)c1 (stereo unspecified) | 3 | -14 | -1 | 0 | 0.0 | 1 | -25 | 4
O=C(NCC1CCCO1)c1onc(CSc2cccc(Cl)c2)c1C(=O)O (stereo unspecified) | -3 | . | -9 | -2 | 0.1 | 3 | 4 | 0
COc1ccc(-n2c(Cn3c(=O)sc4ccccc43)nnc2SC)cc1 | 0 | . | 3 | 14 | 0.1 | 12 | -1 | 5

Records above marked active in SIRT5 block:
Compound | S100A4 MyoIIA | PGC1a acetyl inh | SIRT5 block | LGR2 inh | ERAP1 HTS inh
C[C@@H]1CN([C@H](C)CO)S(=O)(=O)c2ccc(/C=C/c3ccccc3)cc2O[C@H]1CN(C)C(=O)Nc1cc(F)ccc1F | -17 | -1 | 23* | -6 | 0

(next part)
SMILES | S100A4 MyoIIA | PGC1a acetyl inh | SIRT5 block | LGR2 inh | Xi reactivation | Cneo AK release | C2C12 statin | ERAP1 HTS inh
CC(C)(C)NCCC(O)c1cc(C(F)(F)F)nc2c(C(F)(F)F)cccc12 (stereo unspecified) | -7 | -70 | 3 | 19 | -0.1 | . | . | 1
O=C(COC(=O)/C=C/c1ccc(OC(F)F)cc1)Nc1ccc(N2CCOCC2)cc1 | -5 | . | -1 | 3 | -0.1 | . | 20 | -2
O=C(C(=O)N1CCN(C(=O)c2ccco2)CC1)c1ccccc1 | 0 | . | . | -5 | -0.2 | . | . | -2
O=C(NC(=S)Nc1ccc(Cc2ccncc2)cc1)c1ccccc1F | -3 | 5 | 2 | -36 | 0.3 | . | . | 2
CS(=O)(=O)Nc1ccc2c(c1)[C@@H]1C[C@@H](CC(=O)N3CCCCC3)O[C@H](CO)[C@@H]1O2 | . | 0 | . | 10 | 0.0 | 0 | 1 | .
O=C(NCc1cccnc1)C(=O)NCC(c1ccco1)N1CCN(c2ccc(F)cc2)CC1 (stereo unspecified) | . | 5 | . | 3 | . | 1 | 1 | .
O=C(C1CCOCC1)N1CC(=O)N2[C@@H](CO)[C@@H](c3ccc(-c4ccccc4F)cc3)[C@@H]2C1 | -10 | 2 | 2 | 18 | 0.2 | . | . | -1
CNC[C@@H]1OCc2cn(nn2)CCCC(=O)N([C@@H](C)CO)C[C@@H]1C | . | -2 | . | 7 | 0.3 | . | -3 | .
COc1cccc(CNC(=O)Cn2nc([N+](=O)[O-])c(Br)c2C)c1 | -1 | -26 | -3 | -3 | -0.1 | -2 | 0 | 1
COc1ccc(NC(=O)N(C)C[C@H]2Oc3ccc(NC(=O)NC(C)C)cc3C(=O)N([C@@H](C)CO)C[C@@H]2C)cc1 | 2 | 0 | 10 | 0 | -0.8 | 42 | -5 | 1
CCOc1ccc(NC(=O)Cc2cccc3ccccc23)c([N+](=O)[O-])c1 | 0 | . | -5 | 15 | 0.3 | . | . | 0
Cc1nc2ccc(Cl)cc2[nH]1 | 0 | . | -3 | -6 | 0.1 | 1 | -18 | 0
CC(NC(=O)C12CC3CC(CC(C3)C1)C2)C(=O)N/N=C/C1=C(N2CCOCC2)C(=C\c2ccccc2)/CC1 (stereo unspecified) | -4 | . | -1 | 16 | 0.2 | 1 | . | 3
O=C(NC1CCCc2c1cnn2-c1ccccc1F)c1ccccc1N1CCOCC1 (stereo unspecified) | -3 | . | 0 | 15 | 0.0 | 20 | 8 | -4
C[C@H](CO)N1C[C@H](C)[C@@H](CN(C)CC2CC2)Oc2ccc(NC(=O)Nc3cccc4ccccc34)cc2CC1=O | -102 | -3 | 10 | 0 | -1.2 | -3 | 29 | 1
C[C@@H]1CCCCO[C@@H](CN(C)S(=O)(=O)c2cccs2)[C@@H](C)CN([C@H](C)CO)C(=O)c2cc(NC(=O)C3CCCCC3)ccc2O1 | -2 | 12 | 2 | 32 | -1.1 | -2 | . | 1
C=CCOC(=O)C1=C(C)N=C2SCCC(=O)N2C1/C=C/c1ccccc1 (stereo unspecified) | 2 | -1 | -4 | -9 | -0.1 | . | 12 | -3
C=CCN1C(=O)c2n[nH]c(C(C)C)c2C1c1ccccc1 (stereo unspecified) | -4 | . | 0 | -9 | 0.2 | . | . | 4
O=C(C[C@@H]1C[C@H]2c3cc(NC(=O)C4CCC4)ccc3O[C@H]2[C@@H](CO)O1)NCc1cc(F)ccc1F | 44 | 2 | 7 | -2 | 0.3 | 17 | 7 | 1
COc1cc(C(=O)O/N=C(\N)c2ccc([N+](=O)[O-])cc2)cc(OC)c1OC | -3 | . | -3 | 0 | 0.0 | -1 | . | 7
C/C=C/c1ccc([C@@H]2[C@H](CO)N(CC3CCOCC3)C23CN(C(=O)COC)C3)cc1 | -4 | . | 3 | 9 | 0.0 | . | . | 2
O=c1nc2ccc(Cl)cn2c2ccc(S(=O)(=O)N3CCCCC3)cc12 | 5 | . | -3 | 3 | 0.0 | 4 | 1 | -40
FC(F)(F)c1cc(Cl)c2nnc(-c3cccnc3)n2c1 | 0 | -13 | 0 | 16 | 0.1 | . | . | 2
C[C@@H]1CN([C@H](C)CO)C(=O)c2cccc(NC(=O)Nc3ccc(C(F)(F)F)cc3)c2O[C@@H]1CN(C)CC1CCCCC1 | 2 | 4 | 11 | ? | 0.0 | -1 | -15 | -3
C=CCOc1ccc(/C=C/C(=O)OCC(=O)NCCC2=CCCCC2)cc1 | -2 | . | 2 | -17 | -0.1 | 0 | -7 | 1
CCCCS(=O)(=O)NCC1CCN(C(=O)C(=O)c2cc3ccccc3o2)CC1 | 9 | . | . | -12 | 1.9 | . | . | 2
